From PubChem BioAssay
VEEV TC-83 Vero – inhibitors of VEEV TC-83 cytopathic effect, confirmation, Vero cells (AID 588727); inhibition, % at 20 µM, or IC50 in µM where a hit was titrated; actives 0.13% (n = 350,000); Vero cells, VEEV TC-83 cytopathic effect inhibition; higher % means a stronger effect; in the data active = a potency from the dose series; inconclusive = inhibition mostly from about 14% at the one dose, without a potency; inactive = the rest, 99 in 100 with inhibition below about 12%; note: strong numbers were not always called active
influenza NS1A – H1N1 influenza NS1A inhibitors, functional cell based assay (AID 504329); NS1A functional cell-based assay, percent inhibition; higher % means a stronger effect; inhibition, % at 12.5 µM; hits with a dose series show IC50 in µM; actives 0.3% (n = 340,000); in the data active = a potency from the dose series; inconclusive = inhibition above about 27% without an active follow-up result; note: strong numbers were not always called active
M. tuberculosis HTS – M. tuberculosis growth inhibition, HTS (AID 449762). M. tuberculosis H37Rv growth inhibition, 7H9 media; higher % means a stronger effect. one-dose inhibition, % at 25 µM; IC50 in µM for titrated hits. actives 0.59% (n = 330,000); in the data active = a potency from the dose series; inconclusive = inhibition above about 70% without an active follow-up result;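 note: bacterial growth assessed after seven days of incubation; strong numbers were not always called active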
PhoP GFP inhibition – Inhibition of PhoP regulon, Salmonella typhi GFP reporter cells, confirmation, 4 h (AID 1850). Salmonella Typhi PhoP-promoter GFP reporter, fluorescence, 4 h; higher % means a stronger effect. inhibition, % at 50 µM; hits with a dose series show IC50 in µM. actives 0.33% (n = 310,000); in the data active = a potency from the dose series; inconclusive = inhibition mostly from about 25% at the one dose, without a potency; inactive = the rest, 99 in 100 with inhibition below about 19%;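 note: 0% = induced wells with vehicle and 100% = uninduced wells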
tuberculosis growth – growth inhibition of non-replicating M. tuberculosis (AID 488890) | Mycobacterium tuberculosis non-replicating, growth inhibition; higher % means a stronger effect | actives 0.39% (n = 320,000) | inhibition, % at 25 µM, or IC50 in µM where a hit was titrated; in the data active = a potency from the dose series; inconclusive = inhibition mostly from about 82% at the one dose, without a potency; inactive = the rest, 99 in 100 with inhibition below about 76%;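 note: plate controls were DMSO cells for no effect and high antibiotic wells for full effect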
VEEV TC-83 Vero 10K pilot screen – second read-out of VEEV TC-83 Vero, no call of its own (marks repeat the call); inhibition, %; measured here: 10K pilot screen inhibition
An asterisk follows results filed as active; i = inactive; ? = inconclusive; · = no result given. Compounds were not picked by outcome. Share with any hit: about 1.5%.

Preview, two compounds:
SMILES	VEEV TC-83 Vero	influenza NS1A	M. tuberculosis HTS	PhoP GFP inhibition	tuberculosis growth	others
C=CCN(C(=O)Cc1cccs1)c1nc(-c2ccc(S(C)(=O)=O)cc2)cs1	2.9%	-4%	4%	13%	21%
Fc1cccc(CN2CCCCCCC2)c1	4.3%	-3%	-10%	-9%	-4%

The listing, from the start:
SMILES	VEEV TC-83 Vero	influenza NS1A	M. tuberculosis HTS	PhoP GFP inhibition	tuberculosis growth	others
C=CCN(C(=O)Cc1cccs1)c1nc(-c2ccc(S(C)(=O)=O)cc2)cs1	2.9%	-4%	4%	13%	21%
Fc1cccc(CN2CCCCCCC2)c1	4.3%	-3%	-10%	-9%	-4%
O=C1/C(=C/c2cccs2)SC(=S)N1N1CCOCC1	3.3%	-1%	3%	6%	-13%
CCOC(=O)N1CCN(S(=O)(=O)c2ccc(C(=O)Nc3nc4ccccc4s3)cc2)CC1	4.1%	2%	-7%	5%	-5%
Cc1c(Cl)cccc1NC(=O)C1=COCCO1	6.7%	-1%	-6%	-1%	-8%
CC(C)NC(=O)C1(S(=O)(=O)c2ccccc2)CC=CC1	0.4%	-3%	-1%	10%	-9%
O=C(COC(=O)c1cc(Cl)ccc1O)c1ccc2c(c1)OCO2	3.0%	-8%	?	9%	6.6µM*
COc1ccc(S(=O)(=O)NCc2nc3nc(C)cc(C)n3n2)cc1	i	4%	·	·	·
CSc1ccccc1NC(=O)c1noc(C)c1[N+](=O)[O-]	2.0%	1%	-1%	-2%	28%
CC(C)(C)NC(=O)C1CCN(c2ccc(S(=O)(=O)N3CCOCC3)cc2Cl)CC1	0.5%	4%	1%	4%	-10%
COc1ccc(NS(=O)(=O)c2ccc(NC(=S)NC(=O)/C=C/c3ccccc3)cc2)nn1	0.4%	-3%	-3%	-3%	33%
CCOC(=O)c1cccc(NC(=O)C2CCCO2)c1 (centres undefined)	0.1%	2%	-2%	-3%	-17%
O=[N+]([O-])c1ccc(O)c(P(=O)(c2ccccc2)c2ccccc2)c1	0.4%	-13%	-16%	-22%	10%
Cc1cccc(NC(=O)CC2NCCNC2=O)c1 (centres undefined)	2.4%	3%	-3%	5%	-8%	VEEV TC-83 Vero 10K pilot screen=0.3
CC(C)(C)NC(=O)C(=O)NCCC1=CCCCC1	0.8%	-16%	9%	-5%	63%
Cc1ccc(-c2noc(-c3cc(C(C)(C)C)nn3Cc3ccccc3)n2)cc1	i	·	-3%	9%	-6%
CC(C)(C)NS(=O)(=O)c1ccc(NS(=O)(=O)Cc2ccccc2)cc1	0.8%	6%	-9%	8%	1%
Cc1cc(NC(=O)NC(=O)c2cccc(OC(F)(F)C(F)F)c2)n[nH]1	0.2%	5%	-10%	-9%	-3%
CC[N+](C)(CC)CCCCOc1ccc2c(c1)C(=O)c1cc(OCCCC[N+](C)(CC)CC)ccc1-2	4.8%	-16%	0.96µM*	-5%	?
Cc1cccc(C)c1N1C(=O)CCC(C)(C)C1=O	i	-18%	2%	-8%	-8%
CCN1C(=O)/C(=C\c2ccc3c(c2)OCO3)C(C(=O)OC)=C1C	1.1%	13%	10%	4%	23%
COc1ccc([N+](=O)[O-])cc1CSc1nnc(NC(C)=O)s1	0.3%	1%	2%	1%	-7%
COC(C/C=C\C(=O)[C@@H](C)OCc1ccccc1)OC	·	·	4%	-1%	44%
Cc1nnc(N(C)C(=O)c2cnccn2)s1	0.4%	6%	-1%	1%	-11%
CSCCCN1CCC(n2nccc2NC(=O)CCCc2ccccc2)CC1	i	-6%	-1%	0%	-25%
Cc1ccc(-c2nnc(C)c(N3CCOCC3)n2)cc1	4.1%	5%	-3%	2%	·
CCN(CC)c1ccc([C@H]2[C@@H]3CCCC[C@]3(O)CCN2CC(=O)NCc2ccco2)cc1	0.6%	8%	7%	-16%	19%
O=C(Nc1cc(=O)[nH]c2ncnn12)c1ccco1	0.2%	14%	-17%	-8%	-12%
COc1ccc(CCN2CCCC(CN(C)Cc3cc(OC)c(OC)c(OC)c3)C2)cc1 (centres undefined)	i	-3%	3%	-2%	26%
COc1ccc(N2CCN(C(=O)c3ccc(NS(=O)(=O)c4cccc(F)c4)cc3)CC2)cc1	i	5%	-2%	-5%	36%
CNC(=O)COc1ccc(Nc2nnc(-c3ccc(C)c(S(N)(=O)=O)c3)c3ccccc23)cc1	2.6%	0%	3%	5%	-14%
COC(=O)c1nn(-c2c(C)n(C)n(-c3ccccc3)c2=O)cc1O	0.2%	5%	6%	1%	-8%
Cc1ccc(C(=O)NC(=S)NCC(=O)c2ccccc2)cc1	2.9%	3%	8%	3%	?
CC(C)n1nc(C(=O)Nc2cccc(S(=O)(=O)N3CCOCC3)c2)c2ccccc2c1=O	1.8%	2%	4%	·	8%
Cc1sc(NC(=O)CSc2nnc(C)c(=O)[nH]2)c(C#N)c1C	0.5%	-3%	-12%	-10%	52%
O=C(OCC(=O)N1CCc2ccccc2C1)c1ccc(O)cc1	5.4%	-7%	-3%	·	18%
Cc1occc1-c1n[nH]c(=S)n1C	4.3%	-6%	-4%	-4%	5%
O=c1[nH]c(O)c(/C=C2\C=Nc3ccc(Br)cc32)[nH]1	6.2%	2%	0%	-9%	21%
COC(=O)c1ccccc1NC(=O)NCc1ccncc1	1.0%	-12%	1%	-4%	12%
Cc1ccc(C(=O)NC(Cc2ccc(C(C)(C)C)cc2)C(=O)O)cc1 (centres undefined)	0.2%	-2%	·	·	·
COc1cc(-c2nnc(-c3cc(-c4ccccc4)nc4ccccc34)o2)cc(OC)c1OC	11%	14%	·	·	·
Cc1cc2c(cc1S(=O)(=O)CCC(=O)Nc1cccc(C(F)(F)F)c1)OCC(=O)N2	2.9%	0%	10%	-9%	12%
CCN(CC)S(=O)(=O)c1ccc(C(=O)NCc2ccc3c(c2)cc(C)n3C)cc1	1.8%	7%	-7%	-9%	5%
CC(C)c1ccc(CN(C(=O)/C=C/c2ccco2)C2CCS(=O)(=O)C2)cc1 (centres undefined)	i	1%	-6%	3%	9%
COc1cccc(C(=O)C2CCCN(C/C=C/c3ccccc3OC)C2)c1 (centres undefined)	0.7%	12%	3%	-2%	26%
C[C@@]12C(=O)N(Cc3ccccc3)CC(=O)N1[C@H]1c3ccccc3OC[C@@H]1[C@@H]2c1ccccc1	6.3%	-11%	35%	·	23%
CCOc1ccc(C(CC(=O)O)NC(=O)c2sc3ccccc3c2Cl)cc1 (centres undefined)	i	1%	7%	3%	43%
CC1CCN(S(=O)(=O)N2CCC(C(=O)O)CC2)CC1	2.3%	-2%	1%	-14%	-34%
O=C(COC(=O)Cc1c(F)cccc1Cl)NCCC1=CCCCC1	0.1%	-6%	-4%	-5%	50%
O=C(COC(=O)c1nn(-c2ccccc2)c(=O)c2ccccc12)NC1CCS(=O)(=O)C1 (centres undefined)	0.1%	-3%	1%	-6%	1%
COc1ccc(C(=O)C2CCCN(CCO)C2)c(C)c1 (centres undefined)	i	-4%	-2%	-1%	-11%
O=C(COC(=O)c1ccccc1O)NC1CCCc2ccccc21 (centres undefined)	2.0%	-8%	12%	·	73%
Fc1ccc2c(c1)C(c1ccc(N3CCOCC3)cc1)=NNC(c1cccs1)=N2	i	14%	?	-4%	29%
COCCn1c(SCC(=O)OCc2ccccc2)nc2c1c(=O)[nH]c(=O)n2C	2.3%	3%	-5%	-3%	11%
O=C1NC(=O)C(c2cccs2)(c2cccs2)N1	0.6%	-4%	0%	-14%	0%
Cc1cc(-c2n[nH]c(=S)n2/N=C/c2c[nH]c3ccccc23)n[nH]1	9.3%	-14%	-4%	17%	-16%
CC1(OC(=O)CCc2ccccc2)C(=O)C=C2C=C(c3ccc(C#N)cc3)N(C3CCCC3)C=C2C1=O (centres undefined)	3.7%	7%	-4%	8%	23%
O=C(CCN1C(=O)/C(=C\c2cccs2)SC1=S)Nc1ccc(C(=O)O)cc1	2.8%	0%	1%	-16%	10%
O=C(NOC(=O)c1ccccc1F)c1ccc(OC(F)F)cc1	0.8%	-2%	3%	-11%	-6%
c1ccc2oc(-c3ccc4nc[nH]c4c3)nc2c1	8.0%	2%	28%	1%	13%
Following part:
SMILES	VEEV TC-83 Vero	influenza NS1A	M. tuberculosis HTS	PhoP GFP inhibition	tuberculosis growth	others
COc1ccc(NC(=O)COC(=O)c2ccc3c(c2)OCCO3)cc1OC	0.1%	-5%	-1%	·	9%
Cc1cnc(C(=O)OCc2ccc(C#N)cc2)cn1	0.7%	8%	-1%	4%	61%
O=C(Cc1c(F)cccc1Cl)Nc1cccnc1	0.1%	-6%	11%	-5%	2%
COc1ccc(C2=NN(C(=O)c3cccnc3)C(c3ccccc3)C2)cc1 (centres undefined)	9.0%	-12%	2%	-6%	25%
COc1cccc(OC)c1C(=O)OCC(=O)N(C)c1ccccc1	i	6%	-3%	6%	-6%
Cc1cc(C)nc(SSc2nc(C)cc(C)n2)n1	0.2%	-10%	1%	-7%	43%
COc1cc(NC(=S)NCc2ccco2)cc(OC)c1OC	2.2%	-9%	-18%	-15%	52%
Cc1ccsc1CNCC(O)c1ccccc1 (centres undefined)	i	2%	4%	15%	2%
C/C(=N\NC(=O)C(O)c1ccccc1)c1ccc(Cl)s1 (centres undefined)	0.1%	-9%	1%	-6%	-14%
O=C(NCCN1CCOCC1)C1CCN(c2ncnc3c2sc2cccc(F)c23)CC1	7.4%	1%	-4%	-20%	·
O=C(NCC(c1ccccc1Cl)N1CCCC1)C1CCN(C(=O)Nc2ccccc2)CC1 (centres undefined)	0.3%	1%	-8%	·	25%
NC(N)=NC(N)=Nc1ccc(SC(F)(F)F)cc1	i	-6%	2%	-9%	74%
CCCCn1c(=O)[nH]c(=O)c2c1nc(-c1ccc(C)c([N+](=O)[O-])c1)n2CC	7.3%	6%	10%	-4%	8%
CC[C@]12c3[nH]c4ccc(Cl)cc4c3CCN1C(=O)[C@@H](CC(=O)NCCc1ccccn1)C[C@@H]2C(=O)N1CCN(C(=O)C2CC2)CC1	i	16%	·	·	·
Cc1ccc(N2CC(C(=O)Nc3c(C)n(C)n(-c4ccccc4)c3=O)CC2=O)cc1 (centres undefined)	1.8%	-1%	-2%	-8%	0%
Nc1c(-c2ccccc2)c(CSc2nc3ccccc3[nH]2)nn1-c1cccc(C(=O)O)c1	0.6%	11%	0%	-4%	18%
CCC(C)c1ccc(NC(=O)N2CCN(C(=O)C3CCCO3)CC2)cc1 (centres undefined)	2.8%	-4%	-11%	-3%	1%
Cc1cccn2c(=O)c3cc(C(=O)NCCCn4ccnc4)n(C)c3nc12	0.5%	9%	-2%	1%	17%
CC1(C)CC(=O)C(C(c2ccc(Br)cc2)C2C(=O)CC(C)(C)CC2=O)C(=O)C1	i	0%	3%	-2%	?
Cc1nn(Cc2ccccc2)c(Cl)c1C(=O)Nc1ccc(OC(F)(F)F)cc1	i	-9%	6%	-5%	-2%
O=C(c1ccc([N+](=O)[O-])s1)N1CCc2ccccc21	i	-8%	4%	-8%	72%
COc1ccccc1N(CC(=O)NCC1CCCO1)C(=O)CCC(=O)Nc1nccs1 (centres undefined)	1.5%	2%	-11%	15%	2%
COc1ccc(C2C(C(=O)O)c3ccccc3C(=O)N2Cc2ccco2)cc1 (centres undefined)	0.3%	·	-6%	3%	9%
O=C(Oc1cc(-c2ccccc2)no1)c1ccc(F)cc1	0.8%	-8%	5%	-6%	-15%
Cc1c(C(=O)N(Cc2cccs2)C2CCS(=O)(=O)C2)oc2ccccc12 (centres undefined)	i	-2%	-11%	-4%	6%
CCOC(=O)COc1ccc(C2NC(C(=O)O)CS2)cc1 (centres undefined)	0.3%	0%	-6%	-13%	6%	VEEV TC-83 Vero 10K pilot screen=0.0

Fetched one by one from above (five):
SMILES	VEEV TC-83 Vero	influenza NS1A	M. tuberculosis HTS	PhoP GFP inhibition	tuberculosis growth	others
CCOC(=O)COc1ccc(C2NC(C(=O)O)CS2)cc1 (centres undefined)	0.3%	0%	-6%	-13%	6%	VEEV TC-83 Vero 10K pilot screen=0.0
Cc1c(C(=O)N(Cc2cccs2)C2CCS(=O)(=O)C2)oc2ccccc12 (centres undefined)	i	-2%	-11%	-4%	6%
COc1ccccc1N(CC(=O)NCC1CCCO1)C(=O)CCC(=O)Nc1nccs1 (centres undefined)	1.5%	2%	-11%	15%	2%
O=C(c1ccc([N+](=O)[O-])s1)N1CCc2ccccc21	i	-8%	4%	-8%	72%
COc1ccc(C2C(C(=O)O)c3ccccc3C(=O)N2Cc2ccco2)cc1 (centres undefined)	0.3%	·	-6%	3%	9%
